# GAA glycogen – GAA glycogen-cleavage inhibition or activation | P10253 | recombinant GAA, glycogen substrate, Amplex Red glucose oxidase fluorescence | Potency, µM (titrated, usually from 76.4 µM), without a hit: at the highest dose activity change, negative = inhibition, hits mostly inhibitors | 300,000 tested, 0.38% active;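 also: 0% = full enzyme reaction and -100% = no-enzyme basal signal; the screen sought inhibitors and activators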
#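 qHTS, 1536-well; enzyme 4 nM final; cpd up to 77 uM; substrate bovine liver glycogen 30 ug; 50 mM citrate/phosphate pH 5.0, 0.01% Tween-20; 37 C, 40 min; Amplex Red detection 45 min RT; Hill fit → AC50.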
# IMPase Li inh – membrane-permeable IMPase blocker, potentiated with lithium; CHO-M1 cells, IP1 TR-FRET (IP-One), carbachol + lithium; Potency, µM (series often up to 59.4 µM), without a hit: at the top dose activity, negative = IMPase inhibition, usual class: inhibitors; 210,000 tested, 0.35% active; AID 1457;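 also: IP1 builds up when IMPase is blocked and the TR-FRET signal falls; plate controls were basal vehicle for no effect and high inhibitor control for full effect; nearly all actives have a fitted effect of over 50% in size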
#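 Test compounds were applied to CHO-M1 cells previously cultured for 16–30 h at 2000 per well. A small lithium amount accompanied them; after 30 min at 37C, IP1 was quantified by TR-FRET.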
# HttQ103 aggreg – mutant huntingtin aggregation inhibition; PC12 HttQ103-GFP aggregates, Acumen cytometry, 40 h; Potency, µM (doses to about 46.1 µM), inactives show top-dose activity change, negative = inhibition, most hits filed as inhibitors; 220,000 tested, 1.1% active; AID 1688; also: % is scaled to controls: 0 for no effect and ±100 for the full control effect; nearly all actives have a fitted effect of over 60% in size
#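 PC12 cells stably carrying ecdysone-inducible HTT exon 1 Q103–GFP were induced with tebufenozide (100 nM final) and treated with library compounds in titration. GFP aggregates in lysates were counted by laser scanning cytometry.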
# GoLoco inh red – inhibitors of human Gai1-RGS12 GoLoco interaction (red fluorophore); 230,000 tested, 0.44% active; Potency, µM (highest dose often 61.6 µM), without a hit: top-dose activity, negative = inhibition, usual class: inhibitors; P63096; AID 880; Gai1:RGS12 GoLoco peptide FP, rhodamine, 10 min; active = well fitted inhibition curve with a large enough effect, not every such curve was filed as active; inactive = no such curve, though single readings can be large or run the other way; also: % is scaled to controls: 0 for no effect and ±100 for the full control effect; nearly all actives have a fitted effect of over 30% in size; many of its hits are not listed in these tables
# Target sequence (P63096 whole entry, looked up): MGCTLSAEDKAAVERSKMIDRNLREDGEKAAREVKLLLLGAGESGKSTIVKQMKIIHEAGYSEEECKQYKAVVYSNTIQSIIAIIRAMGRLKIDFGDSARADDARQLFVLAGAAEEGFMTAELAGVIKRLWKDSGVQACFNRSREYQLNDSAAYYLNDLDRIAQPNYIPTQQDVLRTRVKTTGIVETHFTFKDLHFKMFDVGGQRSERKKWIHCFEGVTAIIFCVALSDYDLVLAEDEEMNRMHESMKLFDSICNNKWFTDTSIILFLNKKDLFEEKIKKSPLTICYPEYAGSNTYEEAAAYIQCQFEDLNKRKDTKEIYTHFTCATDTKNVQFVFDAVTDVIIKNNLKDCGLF
# HTT ATP protect – Huntington cell model cytoprotection by ATP luminescence; PC12 HTT-Q103 induced, cytoprotection, ATP luminescence, 40 h; 230,000 tested, 0.14% active; Potency, µM (series often up to 56.4 µM), inactives show cytoprotection (ATP increase), most hits filed as activators; AID 1471;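 also: % of control where 0% means no effect; nearly all actives have a fitted effect of over 45% in size; toxic huntingtin expression switched on by the ecdysone agonist tebufenozide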
#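 Compounds added alongside 100 nM tebufenozide, which induces toxic Q103 huntingtin exon 1-GFP in stable PC12 cells; surviving cells quantified by luminescent ATP measurement. Medium: phenol red-free DMEM, 5% equine and 5% calf serum.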
# GAA inh – inhibitors of human lysosomal alpha-glucosidase | P10253 | purified human GAA, 4-MU-alpha-glucoside fluorescence | Potency, µM (highest dose often 76.9 µM), without a hit: at the highest dose activity change, negative = inhibition, usual class: inhibitors | 200,000 tested, 0.005% active;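 also: plate controls were uninhibited enzyme wells for no effect and no-enzyme background for full effect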
#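 Activity normalized between no-enzyme (basal) and enzyme-only wells. Conditions: 4 nM human enzyme, 400 uM fluorogenic substrate, citrate/phosphate pH 5.0 with Tween-20, 20 min room temperature, compounds up to 77 uM.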
# GAA spleen mod – lysosomal alpha-glucosidase (human) modulation; human spleen homogenate, 4-MU-alpha-glucoside fluorescence; Potency, µM (highest dose often 79.9 µM), without a hit: top-dose activity change, negative = inhibition, most hits filed as inhibitors; AID 2112; 240,000 tested, 0.006% active; P10253;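 also: 0% = enzyme with vehicle and -100% = no enzyme basal signal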
#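 AC50 values come from Hill-equation fits of concentration-response data, normalized to no-enzyme and full-activity controls. Enzyme source: 1 ug human spleen homogenate; 1 mM fluorogenic 4-MU glucoside, pH 5.0 citrate buffer, 37 C, 40 min.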
# Starred values were filed as active, the others as inactive; ? = inconclusive; / = no result given; & = joins results of further samples; [ ] = dose if it differs, or a comment. Unless noted, calls follow the shape of the dose curve; as a rule, active = well fitted curve in the direction sought with a large enough effect; inconclusive = small, poorly fitted or top-dose-only effect, or another doubt; inactive = no such curve, though single readings can be large; an effect the other way counts as inactive or inconclusive. Potency is read from the fitted curve at half-maximal effect.
# Second line of a record: GAA glycogen	IMPase Li inh	HttQ103 aggreg	GoLoco inh red	HTT ATP protect	GAA inh	GAA spleen mod
CCOC(=O)N1CCN(CC(O)COc2ccccc2C(C)C)CC1 (configuration not stated)
→ 4.1%	7.0%[38.3 µM]	8.3%	-6.9%	10.8%	5.0%	-4.8%
Cc1ccc(-n2c(CNc3ccc(F)cc3)nnc2SCC(N)=O)cc1
→ 7.2%	/	22.4µM*	/	-34.8%	-5.8%	-0.1%
O=C(CSc1nc2ccccc2c(=O)n1-c1ccc(F)cc1)NCc1ccco1
→ 2.1%	23.7%[38.3 µM]	2.2%	-5.5%	-2.7%	-10.8%	7.0%
Cc1noc(NS(=O)(=O)c2ccc(NC(=O)CSc3nnc(-c4ccccc4)n3C3CCCCC3)cc2)c1C
→ 2.5%	-2.1%[38.3 µM]	-16.6%	7.2%	12.0%	-20.7%	5.4%
N=c1ccn(Cc2ccc([N+](=O)[O-])cc2)cc1
→ -3.4%	/	0.0%[9.22 µM]	17.7%	-7.8%[10 µM]	/	-1.8%
CC(=O)NC1=NN(C(C)=O)C(C)(c2ccco2)S1 (configuration not stated)
→ -6.8%	7.8%	15.1%[9.22 µM]	9.6%	21.6%[10 µM]	5.2%	2.0%
O=C(NCc1ccc(Cl)cc1Cl)c1ccccn1
→ 14.2%	17.5%	-20.4%	-12.1%	-9.3%[10 µM]	1.4%	6.2%
CCCn1c(Cc2ccccc2)n[nH]c1=S
→ 6.6%	28.5%[38.3 µM]	5.0%	5.6%	-2.4%	2.4%	5.7%
COc1cccc(C(=O)NCCSc2ccc(F)cc2)c1
→ -4.2%	12.7%	-1.9%	5.0%	8.6%[10 µM]	4.1%	5.4%
COc1cccc(CNC(=O)c2cc3c(C)nc4ccccc4c3o2)c1
→ 10.3%	10.9%[38.3 µM]	10µM*	12.7%	-66.5%[inhibitor]	0.5%	6.9%
COc1cccc(C(=O)NCC(=O)N/N=C/c2ccc(OC(=O)c3cccs3)c(OC)c2)c1
→ -8.8%	-1.0%	-5.1%	1.6%	27.6%[10 µM]	-5.8%	0.9%
COC(=O)CCCNC(=O)OCc1ccc([N+](=O)[O-])cc1
→ 9.1%	11.8%[38.3 µM]	-7.6%	0.9%	12.6%[10 µM]	-1.1%	-8.9%
O=C(Cc1ccccc1)NCC(=O)N1CCCCCC1
→ -11.6%	40.5%[activator][38.3 µM]	18.3%	-21.1%	15.4%	0.8%	-0.8%
CN(C)CCn1c(=N)n(CC(O)c2ccc(Cl)c(Cl)c2)c2ccccc21 (configuration not stated)
→ 1.0%	16.7%	?	5.3%	-141.4%[inhibitor]	5.7%	4.2%
COC(=O)CC1(C(=O)OC)Oc2ccc(Br)cc2C(=O)N1c1ccc(Br)cc1Cl (configuration not stated)
→ 2.8%	/	-0.9%[9.22 µM]	2.5%	9.7%[10 µM]	5.9%	0.7%
Cc1cccc(NC(=O)Cc2nnc(NC(=O)Nc3ccccc3F)s2)c1
→ 20.1%	8.8%	8.7%[9.22 µM]	0.6%	3.2%[10 µM]	?	2.1%
O=C(NCc1nc2ccccc2[nH]1)C1=C[C@H](c2ccc3c(c2)OCO3)C[C@H](OCc2ccc(CO)cc2)O1
→ 2.1%	15.9%	6.2%[9.22 µM]	1.1%	6.0%[10 µM]	/	-0.9%
C=CCCC(=O)Nc1nc(C)c(-c2csc(Nc3ccccc3OC)n2)s1
→ ?	7.5%[38.3 µM]	17.8µM*	10.9%	-93.1%[inhibitor]	-3.8%	2.1%
N#Cc1c(N)nc2c3c(sc(=N)c2c1N)NC(=O)CC3c1ccccc1 (configuration not stated)
→ -20.2%	-17.5%	?	5.0%	0.6%[10 µM]	1.5%	-13.4%
CN1CCN(NC(=O)c2ccc(Cl)s2)CC1
→ 20.7%	11.5%	-1.0%	0.9%	/	-5.0%	-5.9%
Cc1ccc(C(=O)Oc2ccc(-c3nccc(-c4ccccn4)n3)cc2)cc1
→ 15.3%	14.4%	-8.1%	-2.5%	1.9%[10 µM]	1.1%	-8.9%
O=C(Nc1ccc(N2CCN(C(=O)c3ccco3)CC2)cc1)c1ccccc1
→ 3.7%	10.3%	-8.7%[9.22 µM]	10.2%	9.3%[10 µM]	4.8%	2.5%
CCCCCCCCCCOCCC(=O)O
→ /	-6.3%&6.6%	/	2.2%&7.8%	-23.2%&-14.8%	/	-6.0%&4.8%
COc1ccc(S(=O)(=O)NCCSCc2ccco2)cc1OC
→ -15.9%	33.4%[38.3 µM]	0.6%	97.1%[activator]	6.3%	-5.3%	-2.8%
CCc1nnc(NC(=O)c2ccc(S(=O)(=O)N(CC)Cc3ccccc3)cc2)o1
→ 6.5%	/	6.1%	/	-67.0%[inhibitor]	6.5%	0.6%
CC(=O)Nc1c(C)ccc2nsnc12
→ 3.4%	-8.8%	-3.7%	5.4%	26.8%[10 µM]	?	-18.8%
COc1cc(NC(=O)Nc2ccc3c(c2)OCO3)cc(OC)c1OC
→ 0.1%	6.2%	11.3%	3.4%	6.3%	2.4%	-2.6%
Cc1onc(-c2ccccc2Cl)c1C(=O)NCCN1CCOCC1
→ -5.0%	-9.2%[38.3 µM]	1.5%[9.22 µM]	-7.8%	-1.3%[10 µM]	-2.6%	-3.6%
Cc1cc(C(=O)Nc2ccccc2)oc(=O)c1
→ -4.0%	/	-4.3%[9.22 µM]	-3.0%	7.3%[10 µM]	/	-6.5%
Cc1ccc(Oc2c(C)nc(-c3ccccc3)[nH]c2=O)cc1
→ -2.6%	/	-18.2%[9.22 µM]	3.0%	-3.9%[10 µM]	/	-3.8%

# (more compounds)
compound	GAA glycogen	IMPase Li inh	HttQ103 aggreg	GoLoco inh red	HTT ATP protect	GAA inh	GAA spleen mod
COc1ccc(C(NC(=O)c2cccnc2)c2cc(Cl)c3cccnc3c2O)cc1OC (configuration not stated)	2.3%	-6.1%[38.3 µM]	2.82µM*	-6.8%	-76.5%[inhibitor]	-4.0%	-1.0%
CCCN1CCN(c2ccc([N+](=O)[O-])cc2C#N)CC1	8.1%	7.6%	20.9%	7.7%	-6.8%	?	-0.7%
C=CCc1cc(C=O)cc(OC)c1OCc1ccc(C(=O)O)cc1	23.0%	-2.2%	10.2%	10.7%	/	4.1%	0.5%
CCC(C)c1ccc(O[C@@H]2O[C@H](CO)[C@@H](O)[C@H](O)[C@H]2NC(C)=O)cc1 (some centres not stated)	/	-0.9%	/	-3.7%	-56.7%[inhibitor]	/	8.7%
CC(C)OC(=O)C1C(=O)CC(C)(O)C(C(=O)OC(C)C)C1c1ccc(F)cc1 (configuration not stated)	-6.6%	-0.1%[38.3 µM]	-4.1%[9.22 µM]	-1.9%	?	-3.7%	-2.5%
COc1ccc(Cc2nnc(SCC(=O)c3ccccc3)o2)cc1	-4.5%	-4.4%[38.3 µM]	4.4%	-6.0%	9.2%[4.97 µM]	-6.4%	2.4%
O=C(O)c1ccccc1COc1ccccc1Cl	3.4%	20.6%[38.3 µM]	?	0.6%	-19.6%	-10.0%	1.5%
COc1ccc(NC2=NCC(=O)N2c2ccccc2)c(OC)c1	0.3%	-17.1%[38.3 µM]	5.6%	2.9%	16.7%[10 µM]	-2.5%	2.0%
Cc1ccc(-c2nc(C=Nc3ccccc3)c(O)o2)cc1	1.3%	-2.3%	20.4%	4.7%	-47.3%[inhibitor]	-3.5%	-2.8%
O=C(CCC(=O)Nc1ccccc1)NNC(=O)C(c1ccccc1)c1ccccc1	-1.2%	-1.4%	-9.4%	4.4%	23.7%[10 µM]	3.5%	-17.3%
CC1CC(=O)Nc2ccccc2N1S(=O)(=O)c1ccccc1 (configuration not stated)	3.0%	20.2%[38.3 µM]	-10.7%	-1.9%	-4.7%[10 µM]	?	-1.4%
CCOC(=O)c1cnc(SCC(=O)N2CCN(c3ccccc3)CC2)nc1N	0.1%	17.3%[38.3 µM]	-14.2%	11.4%	11.1%[10 µM]	-0.8%	-2.2%

# Retrieved by structure from the list above:
compound	GAA glycogen	IMPase Li inh	HttQ103 aggreg	GoLoco inh red	HTT ATP protect	GAA inh	GAA spleen mod
Cc1ccc(-c2nc(C=Nc3ccccc3)c(O)o2)cc1	1.3%	-2.3%	20.4%	4.7%	-47.3%[inhibitor]	-3.5%	-2.8%
CCC(C)c1ccc(O[C@@H]2O[C@H](CO)[C@@H](O)[C@H](O)[C@H]2NC(C)=O)cc1 (some centres not stated)	/	-0.9%	/	-3.7%	-56.7%[inhibitor]	/	8.7%
O=C(CCC(=O)Nc1ccccc1)NNC(=O)C(c1ccccc1)c1ccccc1	-1.2%	-1.4%	-9.4%	4.4%	23.7%[10 µM]	3.5%	-17.3%
C=CCc1cc(C=O)cc(OC)c1OCc1ccc(C(=O)O)cc1	23.0%	-2.2%	10.2%	10.7%	/	4.1%	0.5%

# (continued)
compound	GAA glycogen	IMPase Li inh	HttQ103 aggreg	GoLoco inh red	HTT ATP protect	GAA inh	GAA spleen mod
COc1ccc2cc(-c3[nH]ncc3CNCCn3nc(C)cc3C)ccc2c1	1.0%	1.2%	-18.2%[9.22 µM]	8.7%	-9.2%[10 µM]	-4.6%	1.7%
Cc1ccccc1CN1C(=O)CSc2ccc(C(=O)N3CCOCC3)cc21	0.7%	25.6%[38.3 µM]	-21.2%	5.6%	-4.0%	-5.6%	-0.5%
Clc1cccc(Cl)c1NC1=NCCN1	-3.4%	-6.4%&5.6%&27.6%&15.8%&15.5%	-2.4%	9.5%	?	-2.1%[15.4 µM]	12.9%
CCN(CC)CCNC(=O)c1nn(-c2ccc(C)cc2)c(=O)c2c1c1ccccc1n2C	3.5%	18.6%[38.3 µM]	17.9%	-2.9%	1.3%	-6.1%	-9.8%
Cc1ccc(NC(=O)C(=O)NCC2CCCO2)cc1C (configuration not stated)	6.1%	-3.7%	15.0%[9.22 µM]	14.6%	30.7%[10 µM]	10.8%	0.0%
COc1cccc(Oc2nccc(N(C)C)c2C#N)c1	14.1%	2.4%	8.6%[9.22 µM]	3.2%	13.9%[10 µM]	/	3.4%
Cc1nc(-c2ccccc2O)n(S(=O)(=O)N(C)C)n1	1.5%	28.3%[38.3 µM]	-21.1%	4.4%	5.8%	-0.3%	-13.2%

# Assay outcomes: PubChem, National Center for Advancing Translational Sciences (NCATS)

# Some of the compounds tested; the hit share may differ from the screen's.
